FXIIa single = human FXIIa protease inhibitors, primary screen, biochemical, single well. purified human FXIIa, AMC substrate fluorescence, 2 h. Coagulation factor XII (Homo sapiens), P00748. inhibition, % at 10 µM. hit rate 0.2% among 33,000; in the data active = inhibition above about 30%;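 note: 0% = enzyme with vehicle only and 100% = no enzyme blank; many of its hits are not listed in these tables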
FXIa single inh = human FXIa protease inhibitors, primary screen, biochemical, single compound per well; Coagulation factor XI (Homo sapiens), P03951; purified human FXIa, fluorogenic AMC substrate cleavage; inhibition, % at 10 µM; hit rate 0.3% among 33,000; AID 687, 2007;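 active = inhibition above 40% in the primary screen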;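 note: 0% = enzyme without compound and 100% = blank wells lacking enzyme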
Target sequence (P03951 19-387 limits assumed): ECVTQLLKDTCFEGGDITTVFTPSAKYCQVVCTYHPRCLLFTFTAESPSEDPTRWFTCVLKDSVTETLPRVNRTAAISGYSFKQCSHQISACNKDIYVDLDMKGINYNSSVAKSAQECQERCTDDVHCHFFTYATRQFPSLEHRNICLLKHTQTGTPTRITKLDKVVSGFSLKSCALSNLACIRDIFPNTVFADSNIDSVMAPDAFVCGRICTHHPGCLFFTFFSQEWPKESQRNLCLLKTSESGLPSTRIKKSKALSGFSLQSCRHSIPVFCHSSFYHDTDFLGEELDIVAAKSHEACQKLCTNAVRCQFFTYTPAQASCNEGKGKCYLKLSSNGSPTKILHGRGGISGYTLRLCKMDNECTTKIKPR
Target sequence (P03951 388-625 limits assumed): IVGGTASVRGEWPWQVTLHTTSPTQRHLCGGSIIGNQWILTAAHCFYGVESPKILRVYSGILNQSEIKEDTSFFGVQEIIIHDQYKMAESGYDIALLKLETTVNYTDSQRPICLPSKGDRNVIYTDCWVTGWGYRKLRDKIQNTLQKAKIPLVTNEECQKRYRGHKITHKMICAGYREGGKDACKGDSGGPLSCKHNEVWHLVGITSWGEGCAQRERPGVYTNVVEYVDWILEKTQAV
Active calls of the source: *.

Below each compound – FXIa single inh	FXIIa single
CCOC(=O)C1CCN(S(=O)(=O)c2cc(Cl)c(C)cc2OC)CC1
→ 1	3
CCC(=O)c1ccc(N2CCCC2)c(F)c1
→ 33	-19
COc1cccc(NC(=O)NCCCSC2CCCCC2)c1
→ 6	6
Cc1cc(=O)n2nc(N3CCCC(C(=O)N4CCc5ccccc54)C3)sc2n1 (stereo not drawn)
→ 2	4
O=C(Nc1ccc(N2CCCC2)c(Cl)c1)c1ccc2c(c1)OCCO2
→ -1	-2
O=C1CC(NNC(=O)c2ccccc2)C(=O)N1 (stereo not drawn)
→ 2	-3
Cc1cccc(C)c1NC(=O)CSc1nnc(-c2ccco2)c(-c2ccco2)n1
→ 33	-15
O=C(Nc1nncs1)c1cccc(S(=O)(=O)N2CCCCC2)c1
→ -4	6
COc1ccc(C2C(C(=O)c3ccco3)=C(O)C(=O)N2CCOCCO)cc1OC (stereo not drawn)
→ -9	0
Cc1cc(NS(=O)(=O)c2ccc(NC(=O)c3oc4ccccc4c3C)cc2)no1
→ -8	-3
CCOC(=O)c1cc2nc(-c3ccco3)cc(C(F)(F)F)n2n1
→ -2	-21
COc1ccc(Cl)cc1NC(=O)CN1CCC(n2nnc3cc(F)ccc32)CC1
→ 1	-9
Fc1cccc(F)c1CN1CCN(c2ncccn2)CC1
→ -1	6
O=C(CCCOc1ccc(Cl)cc1)NCC1CCCO1 (stereo not drawn)
→ -10	4
CCCNc1nc(Nc2ccc(C)cc2)nc(N2CCCC2)n1
→ -6	1
CCc1ccc2[nH]c(=O)c(CN(Cc3ccccc3OC)C(=O)Nc3ccccc3OC)cc2c1
→ -4	5
CC(=O)Nc1ccc(NC(=O)c2cccc(C(=O)OC(C)C)n2)cc1
→ -1	-9
CCOC(=O)C1=C(C)N(C)C(=O)NC1c1c(C)nn(-c2ccccc2)c1C (stereo not drawn)
→ 1	5
Nc1nnc(SCCOc2cccc(Br)c2)s1
→ -2	4
CCOC(=O)c1c(-c2ccccc2)oc2ccc(OC(C)=O)cc12
→ -14	-17
CCN(CC)CC(C)OC(=O)c1cc(OC)c(OC)c(OC)c1 (stereo not drawn)
→ 1	8
CCC(C)(C)n1nnnc1C(c1ccncc1)N1CCC(C)CC1 (stereo not drawn)
→ -2	-1
CCOc1ccc(C(=O)C2CCN(CC(=O)Nc3ccccc3N3CCOCC3)CC2)cc1
→ 3	5
CC1(C)CC(=O)C2=C(C1)N(c1ccccc1)C(=O)CC2c1ccsc1 (stereo not drawn)
→ -9	-9
Cn1c(=O)c2ncn(CC(=O)NCCC3=CCCCC3)c2n(C)c1=O
→ 0	4
NC(=O)OCC(COC(N)=O)c1ccccc1
→ 3	2
CC(OC(=O)c1snc(C(=O)NC2CCCCC2)c1N)C(=O)NC1CCCCC1 (stereo not drawn)
→ 4	3
CC(C)Nc1nnc(SCC(=O)Nc2ccc(F)cc2)s1
→ 1	6
O=S(=O)(N/N=C/c1ccc(Cl)cc1)c1ccc(Cc2ncc(C(F)(F)F)cc2Cl)s1
→ -1	6
c1ccc(CN2CCOCC2)cc1
→ 18	-6

Looked up by structure from the list above (3):
Below each compound – FXIa single inh	FXIIa single
CCCNc1nc(Nc2ccc(C)cc2)nc(N2CCCC2)n1
→ -6	1
O=C1CC(NNC(=O)c2ccccc2)C(=O)N1 (stereo not drawn)
→ 2	-3
Cn1c(=O)c2ncn(CC(=O)NCCC3=CCCCC3)c2n(C)c1=O
→ 0	4

Additional records
Below each compound – FXIa single inh	FXIIa single
O=C(CN1CCCCC1)N1c2ccccc2CCc2ccccc21
→ -3	-3
CC1=C(C(=O)Nc2ccccc2)C(c2cccc([N+](=O)[O-])c2)Nc2nc3ccccc3n21 (stereo not drawn)
→ -9	0
O=C(CSCc1cccc(CSCC(=O)Nc2ccccc2)n1)Nc1ccccc1
→ 15	-12
COc1cc(NC(=O)c2ccc(-c3ccc(Br)cc3)o2)ccc1NC(=O)C(C)C
→ 0	4
Fc1ccccc1CSc1ncn[nH]1
→ 0	5
c1ccc(-c2nnc(-c3ccccc3)o2)cc1
→ -14	-1
Cc1ccc(C)c(NC(=S)c2ccccn2)c1
→ -6	8
O=C(O)CSCc1ccc(C(=O)O)o1
→ 1	4
CCOC(=O)C1CCCN(C(=O)c2ccccc2NC(C)=O)C1 (stereo not drawn)
→ 2	-15
COc1ccc(C2CC(=O)C=C(NCC3CCCO3)C2)cc1 (stereo not drawn)
→ 0	5
CCOc1ccc(/C=N/Nc2nc(N3CCCC3)nc(N3CCCC3)n2)cc1OC
→ 4	7
COC(=O)CSc1nc(-c2ccc(F)cc2)cc(C(F)(F)F)n1
→ 2	1
CCc1nnc(NC(=O)C2CCCN(S(=O)(=O)c3ccccc3)C2)s1 (stereo not drawn)
→ 13	5
CCc1c(C)nc2[nH]nc(NC(=O)C(F)(F)F)n2c1=O
→ -6	4
COc1ccc(/C=N\NC(=S)SCN2C(=O)C3CCC(C)(C2=O)C3(C)C)cc1 (stereo not drawn)
→ -5	0
CCc1ccc(C2=CC(c3cc(Br)ccc3F)n3ncnc3N2)cc1 (stereo not drawn)
→ -13	3
O=C(Nc1ncn[nH]1)C(F)(F)C(F)F
→ -4	6
Cc1ccccc1N1C(=O)c2ccccc2N2C(=O)c3ccccc3C12 (stereo not drawn)
→ 6	9
c1ccc(-c2ccc(-c3cnc4n3CCCCC4)cc2)cc1
→ -3	12
Cc1cc(NC(=O)c2sc(Nc3cccc(C(F)(F)F)c3)nc2N)no1
→ 4	8
C=CCSc1nc2ccccc2[nH]1
→ 4	4
COc1ccc(C)cc1NC(=O)c1cnc2n(c1=O)CCS2
→ 1	7
CC(=O)Oc1cc(C(C)C)c(OCCN(C)C)cc1C
→ 6	2
Cn1c(N)c(C(=O)COC(=O)C2=COCCO2)c(=O)n(C)c1=O
→ -5	-2
COc1cc(/C=C(/C(=O)c2cccs2)c2nc3ccccc3[nH]2)ccc1O
→ 27	-9
COC(=O)c1ccccc1NC(=O)Nc1cccnc1
→ 1	1
CC(C)(C)CC(C)(C)c1ccc(O)c(CN2CCN(CCC#N)CC2)c1
→ -4	2
c1nc2nc3c(c(N4CCOCC4)n2n1)CCCC3
→ -5	4
C=CCOC(=O)C1=C(C)NC(SC)=C(C#N)C1c1cccs1 (stereo not drawn)
→ 1	0
Cn1nc(C(=O)NCCN2CCOCC2)c2ccccc2c1=O
→ -1	4

(continued)
Below each compound – FXIa single inh	FXIIa single
O=c1nc2n(c3sc4c(c13)CCCC4)C(CBr)CS2 (stereo not drawn)
→ 1	1
COc1ccc(OC)c(C(=O)CSc2nnc(Cc3cccs3)n2CCc2ccccc2)c1
→ -5	4
COc1cc2c(cc1OC)CN(C(=O)CSc1n[nH]c(N)n1)CC2
→ 1	6
C[C@]12CC[C@@H]3c4ccc(O)cc4CC[C@H]3[C@@H]1CCC2=O
→ -2	5
CSc1nsc(SC)c1NC(=O)N1CCCCC1
→ 1	4
Cc1cc(N2CCN(c3ccccn3)CC2)n2nc(C)nc2n1
→ 1	-19
COCC(=O)Nc1nc2ccc(C)cc2s1
→ -6	0
COC(=O)C1=C(O)/C(=C\c2cc(C)n(-c3ccccc3C)c2C)N=C1C
→ 14	-10
Cc1ccc(C)c(N2CCN(CC3CC=CCC3)CC2)c1 (stereo not drawn)
→ 0	4
O=C(Nc1ccccc1Cl)N1CCN(c2ncccn2)CC1
→ 0	-11
CCN(CC)S(=O)(=O)c1ccc(N(C)Cc2cccnc2)nc1
→ -2	3
C1CCC(n2nnnc2CN2CCCC2)CC1
→ -3	1
Cc1ccc(Cn2c(=O)n(CCC(=O)NCc3ccc4c(c3)OCO4)c(=O)c3ccccc32)cc1
→ -8	10
Fc1ccc(CSc2nc3ccccc3[nH]2)c2ccccc12
→ -5	0
COc1cccc(NC(=O)CN2CCC(C)CC2)c1
→ -2	-5
Cc1c(C)n(C(=O)CN2CCC(C)CC2)c2ccccc12
→ -7	8
Cc1cc(C)c(C#N)c(SCC(=O)C(C)(C)C)n1
→ -6	5
CCOC(=O)c1sc(C)c2c1NC(c1ccc(N(C)C)cc1)NC2=O (stereo not drawn)
→ 0	-3
COc1ccc(NC(=O)C2CCCO2)cc1Cl (stereo not drawn)
→ 32	4
COc1ccc(C2CC(c3c(-c4ccccc4)c4cc(Cl)ccc4[nH]c3=O)=NN2S(C)(=O)=O)cc1 (stereo not drawn)
→ -1	3
OCc1cn(-c2ccccc2)nc1-c1ccc(-c2nn(-c3ccccc3)cc2CO)cc1
→ -1	5
COC(=O)c1[nH]c2cccc(OC)c2c1NC(=O)CN(C)CC1OCCO1
→ 3	10
CCOC(=O)c1c(C)sc2c1N(C(C)=O)c1cc(Cl)ccc1S2
→ -2	3
O=c1cc(N2CCOCC2)[nH]c(=O)n1C1CCCCC1
→ -8	4
CC(C)Oc1ccc(C(=O)N/N=C/c2ccc(-c3ccc(S(=O)(=O)Nc4ncccn4)cc3)o2)cc1
→ 10	3
CSc1ccccc1NC(=S)Nc1ccccc1C(F)(F)F
→ -10	0
CN1CCN(CCC(=O)Nc2ccccc2Cl)CC1
→ 2	5
Cn1c(CCCOc2ccc(Cl)cc2Cl)nnc1SCC(=O)Nc1nccs1
→ -2	4
Cc1ccccc1C(=O)N=c1sccn1C
→ 3	3
Cc1[nH]n(-c2ccc([N+](=O)[O-])cc2)c(=O)c1C=NCCN1CCN(C(=O)c2ccc(Br)cc2)CC1
→ 12	8

3 compounds already listed, arranged by the value under FXIa single inh, rising:
Below each compound – FXIa single inh	FXIIa single
Cc1ccc(Cn2c(=O)n(CCC(=O)NCc3ccc4c(c3)OCO4)c(=O)c3ccccc32)cc1
→ -8	10
OCc1cn(-c2ccccc2)nc1-c1ccc(-c2nn(-c3ccccc3)cc2CO)cc1
→ -1	5
CN1CCN(CCC(=O)Nc2ccccc2Cl)CC1
→ 2	5

(continued)
Below each compound – FXIa single inh	FXIIa single
COc1ccc2nc(C)c3cc(C)oc3c2c1
→ 0	6
O=C(C1=C(O)C(=O)N(CCN2CCOCC2)C1c1ccncc1)c1ccco1 (stereo not drawn)
→ 5	12
Cc1cc(C)cc(NC(=O)CSCc2cnn(-c3ccccc3)c2-n2cccc2)c1
→ 0	7
O=C(Nc1cnc2ccccn2c1=O)c1ccc(Cl)cc1
→ 10	5
Cc1cc(=O)c(C(=O)O)cn1Nc1ccc(F)cc1
→ -2	7
Cc1ccc(C2CC(=O)Nc3sc(C(N)=O)c(N)c32)cc1 (stereo not drawn)
→ 2	9
CCc1ccc(NC(=O)Cn2nc(C(F)(F)F)c3c2CCC3)cc1
→ 44*	2
COC(=O)c1cc(-c2ccccc2)on1
→ 0	5
Cc1cc(NC(=O)CCN2CCC(C(N)=O)CC2)ccc1Br
→ -5	6
CCCn1c(C(=O)OC)cc2c1ccn2-c1ccc(F)cc1
→ -8	7
COc1ccc(N2CCN(S(=O)(=O)c3cccc4nsnc34)CC2)cc1
→ 8	9
O=C(OC(C(=O)NCc1cccs1)c1ccccc1Cl)c1ccco1 (stereo not drawn)
→ 0	2
CCOC(=O)C(=O)Nc1nnc(C2CCCCC2)s1
→ 1	-5
Cc1cc(N)ccc1-n1c(C)ccc1C
→ 0	5
COc1ccccc1N1CCN(C2CCCC(C)C2)CC1 (stereo not drawn)
→ -3	-1
CCN1c2ccccc2NC2C1C(C(C)=O)C(=O)N2c1ccc(Cl)cc1 (stereo not drawn)
→ 9	5
O=C1c2ccccc2CCC12N=NCC2c1ccccc1 (stereo not drawn)
→ 33	-13
O=C(C1Cc2ccccc2CN1S(=O)(=O)c1ccc(F)cc1)N1CCOCC1 (stereo not drawn)
→ -61	-13
Nn1cnc2sc3c(c2c1=O)CCC3
→ 13	-5
Cc1ccc(Cn2nnnc2CN2CCC(NC(=O)c3ccccc3F)CC2)cc1
→ -2	0
NC(N)=Nc1nc(CSCC/C(N)=N/S(N)(=O)=O)cs1
→ 3	0
COc1ccc(OC)c(NC(=O)CCN2CCN(c3ccccc3F)CC2)c1
→ -9	5
COc1ccc(/C=c2/sc3n(c2=O)NC2(c4ccccc4)N(C)C(=O)N(C)C2(c2ccccc2)N=3)cc1 (stereo not drawn)
→ 6	11
CCOc1ccc(N2Cc3ccccc3C2)cc1
→ 3	6
Cc1ccc(C(=O)N2CCN(c3ncccn3)CC2)o1
→ -8	-10
O=C(Nc1ncc(Cc2cccc(Cl)c2)s1)c1cccs1
→ -4	4
N=c1nc(-c2ccccc2)ccn1O
→ -4	15
COc1ccc(S(=O)(=O)CCC(=O)NCCc2ccc(Cl)cc2)cc1
→ 4	2
COc1ccc(-n2c(SCC(=O)N3CCN(c4ccccc4)CC3)nc3c(c2=O)SCC3)cc1
→ 3	2
O=C(NCc1ccc2c(c1)OCO2)C1CC(c2ccc(Cl)c(Cl)c2)=NO1 (stereo not drawn)
→ 6	6

Remaining list, next part.
Below each compound – FXIa single inh	FXIIa single
CCOC(=O)c1oc2cccc(O)c2c1C
→ 1	7
Cc1cc2ncn(C(=O)N3CCCC3)c2cc1C
→ -1	2
O=C(CSc1nnc(Cc2ccccc2)o1)NCc1ccco1
→ -1	2
COC(=O)c1cccc(Oc2nc(N3CCOCC3)nc(N3CCOCC3)n2)c1
→ 1	4
Cc1nn2c(N3CCN(C4CCCC4)CC3)cc(C(C)(C)C)nc2c1-c1ccccc1
→ 1	1
Cn1c(CN2CCOCC2)nc2cc(NC(=O)c3ccccc3Cl)ccc21
→ 8	7
CS(=O)(=O)N1CCC(C(=O)c2cccc(Cl)c2)CC1
→ 1	-14
O=C(CSc1nnc(C2CC2)n1-c1ccccc1)NCc1ccco1
→ 23	-20
CCn1c(=O)c2cc(S(=O)(=O)NCc3ccccc3)ccc2n(CC)c1=O
→ 3	7
CC(=O)NC(Cc1ccc(C(C)C)cc1)C(=O)NC1CCN(c2nc(C)cc(C)n2)CC1 (stereo not drawn)
→ -5	4
CCOc1ccc(Cl)cc1S(=O)(=O)N1CCN(c2ccc(C)c(C)c2)CC1
→ -3	6
O=S(=O)(c1ccc(Cl)cc1)N1CCC(O)(c2cccnc2)CC1
→ -1	-3
O=[N+]([O-])c1nn(-c2ccc3c(c2)OCCO3)n(O)c1=NC1CCCCC1
→ -1	0

Screens from PubChem.

The list is partial. The share of hits here may be higher or lower than overall.
